Assay outcomes from PubChem BioAssay.
hIAP inh: human IAP inhibitors, primary screen, biochemical, luminescence, uHTS. Intestinal-type alkaline phosphatase (Homo sapiens), P09923. purified IAP, CDP-Star luminescence, 30 min. inhibition, % at 10 µM. 330,000 compounds, 0.12% hits;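 active means inhibition reaching a set limit with compound at 10 µM in the primary screen, cut at about 35% in these data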;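 further: plate controls were DMSO wells with enzyme for no effect and no-enzyme buffer wells for full effect; values of inactives mirror those of a sister screen read the other way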
ATG4B inhibitor: ATG4B protease inhibitors, primary screen, biochemical, fluorescence, uHTS; ATG4B cleavage of LC3-PLA2, NBD-HPC fluorescence, 1 h; AID 504462, 2011; inhibition, % at 8.33 µM; 340,000 compounds, 0.51% hits; Cysteine protease ATG4B (Homo sapiens), Q9Y4P1; in the data active means inhibition above about 40%
Target sequence (Q9Y4P1 whole entry, looked up): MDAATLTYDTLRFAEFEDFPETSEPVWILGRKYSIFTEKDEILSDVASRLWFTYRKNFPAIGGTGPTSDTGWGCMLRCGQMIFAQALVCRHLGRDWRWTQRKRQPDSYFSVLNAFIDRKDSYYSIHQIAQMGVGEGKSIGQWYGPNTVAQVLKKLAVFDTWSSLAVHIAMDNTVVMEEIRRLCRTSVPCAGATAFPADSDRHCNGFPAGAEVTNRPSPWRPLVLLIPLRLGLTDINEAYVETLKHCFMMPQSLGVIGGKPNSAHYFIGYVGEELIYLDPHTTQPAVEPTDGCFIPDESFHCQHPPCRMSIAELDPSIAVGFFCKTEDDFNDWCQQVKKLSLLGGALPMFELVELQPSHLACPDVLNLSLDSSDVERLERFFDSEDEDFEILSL
hIAP activ: human IAP activators, primary screen, biochemical, luminescence, uHTS. purified human IAP, CDP-Star luminescence, 30 min; active compounds read high; 1 = vehicle-only enzyme, 0 = enzyme-free background. 330,000 compounds, 0.16% hits. activation factor at 10 µM. Intestinal-type alkaline phosphatase (Homo sapiens), P09923;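 active means activation factor of the enzyme at least 2-fold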; further: the source names both 10 and 20 µM as test concentration; values of inactives mirror those of a sister screen read the other way
APOBEC3A inh: APOBEC3A ssDNA deaminase inhibitors, primary screen, selectivity assay for APOBEC3G inhibitor project, biochemical, FAM/TAMRA oligo cleavage fluorescence | DNA dC->dU-editing enzyme APOBEC-3A (Homo sapiens), P31941 | recombinant A3A, FAM/TAMRA ssDNA deamination fluorescence | inhibition, % at 20 µM | 330,000 compounds, 0.41% hits;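 active means at least 40% inhibition at 20 µM here, with at most 30% in a related deaminase screen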;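 further: plate controls were A3A with DMSO for no effect and wells lacking A3A enzyme for full effect; some results filed as inactive read as strong as hits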
Target sequence (P31941 whole entry, looked up): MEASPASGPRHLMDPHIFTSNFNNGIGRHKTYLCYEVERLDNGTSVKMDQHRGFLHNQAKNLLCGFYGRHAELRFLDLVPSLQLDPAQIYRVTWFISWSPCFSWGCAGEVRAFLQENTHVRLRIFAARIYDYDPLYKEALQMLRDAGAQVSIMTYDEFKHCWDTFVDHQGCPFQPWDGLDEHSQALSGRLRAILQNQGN
beta cell repl: inducers of MIN6 beta-cell proliferation, primary screen, ATP luminescence, uHTS; MIN6 cells proliferation, ATPlite luminescence, 48 h; cells starved in 0.2% serum; 100% = growth in 10% serum; proliferation, % at 10 µM; 330,000 compounds, 0.29% hits; AID 2380, 2010;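 active means compounds whose signal lies at least 3.5 SD above the mean of all wells on their plate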;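 further: 0% = DMSO-treated cells in low-serum medium and 100% = 10% serum control; some compounds called inactive have numbers as strong as hits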
MPTP inh: mitochondrial permeability transition pore inhibitors, primary screen, biochemical, isolated mouse mitochondria, absorbance | Ca2+ swelling absorbance, 30 min | inhibition, % at 10 µM | 360,000 compounds, 1.4% hits | AID 602449, 2012;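 active means inhibition of 50% or more, scaled per plate between neutral and stimulator controls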;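 further: 0% = DMSO wells given calcium and 100% = 1 mM EGTA wells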
mIAP inh: inhibitors of mouse IAP, primary screen, biochemical, luminescence, uHTS; purified mouse IAP, CDP-Star luminescence, 30 min; AID 2806, 2010; 330,000 compounds, 0.2% hits; inhibition, % at 10 µM; intestinal alkaline phosphatase [Mus musculus];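 active means inhibition of at least 40% at 10 µM in the primary screen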;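 further: plate controls were DMSO with enzyme for no effect and no enzyme wells for full effect; values of inactives mirror those of a sister screen read the other way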
A3G deaminase: APOBEC3G DNA deaminase inhibitors, primary screen, biochemical, fluorescence, single-stranded DNA substrate, uHTS. AID 493012, 2011. 330,000 compounds, 0.28% hits. inhibition, % at 20 µM. DNA dC->dU-editing enzyme APOBEC-3G (Homo sapiens), Q9HC16. recombinant A3G, ssDNA deamination FAM/TAMRA fluorescence;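 active means inhibition of at least 40% at 20 µM, with no more than 30% in the related APOBEC3A deaminase screen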;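 further: plate controls were DMSO wells with A3G for no effect and wells lacking A3G enzyme for full effect; some compounds called inactive have numbers as strong as hits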
Target sequence (Q9HC16 whole entry, looked up): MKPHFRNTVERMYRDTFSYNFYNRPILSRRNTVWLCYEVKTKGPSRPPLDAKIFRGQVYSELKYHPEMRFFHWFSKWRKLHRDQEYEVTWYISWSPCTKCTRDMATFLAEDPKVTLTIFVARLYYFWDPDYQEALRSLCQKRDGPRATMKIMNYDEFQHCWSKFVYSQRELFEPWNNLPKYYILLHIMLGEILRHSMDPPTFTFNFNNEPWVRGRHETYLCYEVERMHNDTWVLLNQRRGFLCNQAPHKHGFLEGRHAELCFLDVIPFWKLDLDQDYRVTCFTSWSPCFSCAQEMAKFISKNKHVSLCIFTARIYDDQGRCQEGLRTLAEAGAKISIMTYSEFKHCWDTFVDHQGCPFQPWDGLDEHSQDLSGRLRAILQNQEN
mIAP activ: activators of mouse IAP, primary screen, biochemical, luminescence, uHTS | AID 2805, 2010 | 330,000 compounds, 0.24% hits | muIAP, CDP-Star luminescence, 30 min; active compounds read high; 1 = vehicle-only enzyme signal, 0 = enzyme-free wells | activation factor at 10 µM | intestinal alkaline phosphatase [Mus musculus];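 active means activation factor of at least 2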; further: the source names both 10 and 20 µM as test concentration; values of inactives mirror those of a sister screen read the other way
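also added = chemiluminescent substrate CDP-Star | test system = mouse IAP enzyme | signal = chemiluminescence readout | compound = DMSO-dissolved test compounds | incubation = 30 min at room temperature | benchmarks = DMSO wells, no-enzyme wells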
Active calls of the source: *. This is a random part of the collection. Share with any hit: about 3.3%.

SMILES	hIAP inh	ATG4B inhibitor	hIAP activ	APOBEC3A inh	beta cell repl	MPTP inh	mIAP inh	A3G deaminase	mIAP activ
CCOc1ccc(NC(=O)CN2CCN(C(=O)C3CCCO3)CC2)cc1 (centres undefined)	-10	1	1.1	-5	-3	-0.5	1	-6	0.99
COc1ccc(N2CCN(S(=O)(=O)c3cc(Br)cnc3N)CC2)cc1	-5	8	1.1	-7	2	0.2	0	-7	1
O=C(COc1ccccc1)NNc1nc2ccccc2s1	-10	-5	1.1	2	-3	2.5	2	3	0.98
CC1CCc2sc3ncnc(N4CCN(CCO)CC4)c3c2C1 (centres undefined)	-8	-3	1.1	-3	-3	1.6	-2	-3	1
CCn1cc(C(=O)N2CCc3ccccc32)c(=O)c2cc(S(=O)(=O)N3CC(C)CC(C)C3)ccc21 (centres undefined)	16	11	0.83	0	-4	2.2	-3	-1	1
O=C(CCCNC(=O)c1ccc(Cl)cc1)Nc1cccc(F)c1	25	-4	0.75	0	-4	-2.4	-1	-1	1
O=C(CN1CCN(S(=O)(=O)c2ccc3ccccc3c2)CC1)Nc1ccc(N2CCOCC2)cc1	-32	-6	1.3	1	-1	1.6	3	-2	0.97
Cc1cc(C(=O)COc2ccc(F)cc2Br)c(C)n1C	1	-4	0.99	-2	0	-0.5	13	-4	0.87
COc1ccc(CCNC(=O)c2cc3c(=O)n4ccccc4nc3n(Cc3ccco3)c2=N)cc1OC	18	-6	0.82	10	-7	-1.7	15	10	0.85
C=CCn1c(SCC(=O)N2CCOCC2)nc2ccccc2c1=O	-10	15	1.1	-1	2	2.4	-2	2	1
COc1nc(Nc2ccccc2)nc(OC)n1	9	0	0.91	-2	1	-0.4	-5	-4	1
COc1ccc(C(=O)N2CC(=O)Nc3ccccc32)cc1S(=O)(=O)N1CCCC1	-10	3	1.1	-3	-1	0.5	-12	-12	1.1
Cc1ccc(C(=O)c2nocc2C(=O)c2cccs2)cc1	-9	-4	1.1	-2	1	2.4	2	-4	0.98
Cc1cc(=O)nc2c3ccccc3n(CC(=O)NCCCN3CCCC3=O)n12	-26	6	1.3	-5	0	-1.4	3	-9	0.97
[O-]/C(=C(\C(=S)NCc1ccccc1)[n+]1ccccc1)c1ccc(Cl)cc1	0	4	1	1	-2	-1.7	8	-1	0.92
COc1ccccc1C(=O)O/N=C1/CCCc2c1ccc(OC)c2[N+](=O)[O-]	-18	-1	1.2	-1	-1	-2.5	-9	-2	1.1
Cc1ccc(CNC(=O)C2CCC(=O)N(CCCN3CCOCC3)C2)cc1 (centres undefined)	-12	-1	1.1	3	-2	0.2	-6	8	1.1
CN(C)CCCn1c(=O)n(CCc2ccccc2)c(=O)c2c3c(sc21)CCCCC3	14	5	0.86	-2	-4	-7.5	2	-5	0.98
CCCC(=O)NCCc1cc2ccc(OC)cc2[nH]c1=O	-9	2	1.1	-1	0	-1.0	-8	-2	1.1
COC(=O)c1cc([N+](=O)[O-])ccc1N1CCN(Cc2ccccc2)CC1	19	-7	0.81	0	7	0.2	0	-8	1
COCCCn1ccc(O)c(Cc2ccc(F)cc2)c1=O	-2	-2	1	0	0	0.1	3	-1	0.97
COC(=O)c1cc2c(ccn2-c2ccc(F)cc2)n1CC(=O)C(C)(C)C	-15	1	1.1	0	-3	-1.9	-10	0	1.1
CC(C)(C)C(=O)N(Cc1ccc(Cl)cc1)c1cnccn1	-3	-2	1	2	-2	-0.3	3	0	0.97
Cc1cc(=O)oc2c(C)c(OCC(=O)N3CC[C@@]4(O)CCCC[C@H]4C3)ccc12	14	-18	0.86	-2	-2	0.2	14	-2	0.86
Cn1nc(C(F)(F)F)c(-c2ccc(Br)cc2)c1NC(=O)Nc1ccc(F)cc1F	-4	4	1	3	-3	76*	-80	-1	1.8
CC(C(=O)NC1CCCCC1)N1CCN(S(=O)(=O)c2cccs2)CC1 (centres undefined)	0	-2	1	7	0	1.7	12	-1	0.88
O=C(Nc1ccc(Br)cc1)c1cccc(-n2cnnn2)c1	4	-5	0.96	51*	-1	-2.5	17	-2	0.83
O=C(COc1ccc2c(c1)CCC2)N1CCN(c2ccccc2F)CC1	1	-9	0.99	1	-1	0.5	6	-4	0.94
CCc1ccc(CNC(=O)c2cc3c(C)nc4ccccc4c3o2)cc1	16	-54	0.84	0	-7	44	13	1	0.87
COc1cc(NC(=O)C2CC2C)c(C(=O)O)cc1OC (centres undefined)	12	2	0.88	-5	0	-1.6	2	-4	0.98
Cc1onc(-c2c(Cl)cccc2Cl)c1COC(=O)c1ccc(Cl)cc1	19	-9	0.81	-3	-4	0.4	-7	-3	1.1
C=CCC(NC(=O)Cc1ccccc1)C(=O)NCCC (centres undefined)	13	-1	0.87	-2	0	0.7	-3	-7	1
Cc1c(NC(=S)NC(=O)c2cccc(Cl)c2)c(=O)n(-c2ccccc2)n1C	-27	3	1.3	-5	5	-0.1	-1	1	1
N#CCCN(C(=O)Cn1nc(C(=O)O)c2ccccc2c1=O)c1ccccc1	-4	1	1	-5	0	0.8	0	2	1
O=C(c1ccc(Cl)cc1[N+](=O)[O-])N1CCc2ccccc2C1	-5	5	1	-1	-2	1.0	2	-7	0.98
O=C(Oc1cccc(C(=O)N2CCOCC2)c1)c1ccc(Br)cc1	14	3	0.86	-4	0	-0.5	3	-7	0.97
CCN1CCN(C(C)C(=O)NC2CCCCC2)CC1 (centres undefined)	4	-5	0.96	-1	-4	-0.6	-11	1	1.1
CCCN(CCC)c1nc2ccccc2n2c(C)nnc12	0	-13	1	-1	-2	0.2	3	-4	0.97
CC(=O)c1c(C)[nH]c(C(=O)N2CCN(c3ncccn3)CC2)c1C	0	-3	1	1	0	0.5	-4	-1	1
Cc1ccc(-c2nn(-c3ccc(F)cc3)cc2C(=O)NC2CCC(O)CC2)cc1 (centres undefined)	-12	2	1.1	-1	-2	-0.9	-6	-8	1.1
CCCCN(c1ccccc1)c1ncnc(N)c1[N+](=O)[O-]	-1	6	1	0	1	2.7	10	0	0.9
Cc1ccc2nc(=O)c(NNc3ccccc3)cnc2c1	-2	1	1	-3	-1	4.2	14	-7	0.86
CN(C)CCN(C(=O)C1CCN(S(=O)(=O)c2cccs2)CC1)c1nc2ccc(F)cc2s1	16	-1	0.84	0	-1	12	9	-3	0.91
CN(c1ccccc1)S(=O)(=O)c1cccc(C(=O)NC2CCCC2)c1	-21	-3	1.2	0	1	0.1	-6	0	1.1
CC(=O)Nc1ccc(SCC(=O)N(C)CC(=O)Nc2ccccc2Cl)cc1	6	-5	0.94	-1	-4	0.0	0	-5	1
COC(=O)c1sc(NC(=O)C(C)C)c(C(=O)OC)c1C	-12	3	1.1	2	3	-0.9	-8	0	1.1
CCN(C(=O)Cn1c(=O)n(-c2cc(OC)c(OC)c(OC)c2)c(=O)c2ccccc21)c1cccc(C)c1	-2	-4	1	0	-3	1.1	-1	-5	1
O=C(c1ccco1)N1CCN(C(=O)c2cnn(-c3cccc(F)c3)c2C2CCNCC2)CC1	-5	6	1.1	-2	1	-2.3	2	-5	0.98
COc1ccc(S(=O)(=O)NC2(C(F)(F)F)N=C(c3ccccc3)NC2=O)cc1 (centres undefined)	-16	-9	1.2	-5	-2	0.6	-6	-3	1.1
CC(C)[C@H](NC(=O)c1ccc(C(C)(C)C)cc1)C(=O)N1CCN(Cc2ccc3c(c2)OCO3)CC1	-7	-4	1.1	1	-6	0.9	-11	-2	1.1
The list continues:
SMILES	hIAP inh	ATG4B inhibitor	hIAP activ	APOBEC3A inh	beta cell repl	MPTP inh	mIAP inh	A3G deaminase	mIAP activ
C/C=C/C(=O)Nc1cccc(C2=NOC3(C2)C[C@@H](C(N)=O)N(C(=O)c2cc([N+](=O)[O-])cc([N+](=O)[O-])c2C)C3)c1 (some centres undefined)	11	-3	0.89	0	0	0.4	8	0	0.92
O=S(=O)(c1cccc(COc2c(Cl)cccc2Cl)c1)N1CCOCC1	16	13	0.84	2	0	0.2	-5	9	1.1
Nc1nc(SCc2ccc(Cl)cc2Cl)n[nH]1	14	5	0.86	-6	0	-1.5	14	-9	0.86
Cc1c(CCC(=O)NCCCCCC(=O)O)c(=O)oc2cc3occ(-c4ccccc4)c3cc12	-14	-3	1.1	0	0	8.0	-4	1	1
O=C1C(=O)c2ccccc2C(O)=C1c1cccc([N+](=O)[O-])c1	-2	2	1	1	4	11	4	-1	0.96
CCOc1ncccc1C(=O)OCC(=O)c1ccccc1	-18	4	1.2	4	-1	-1.4	-10	-8	1.1
CC(C)[C@H](NC(=O)c1ccccc1Cl)C(=O)OCC(=O)NC(=O)NCc1ccco1	6	-4	0.94	6	-2	-1.1	-17	0	1.2
O=C(Nc1ccc(Oc2ccc3c(c2)C(=O)N(c2ccc(O)cc2)C3=O)cc1)c1cccs1	-10	-8	1.1	-1	-2	5.0	6	-4	0.94
CN(C)CCNC(=O)C1(O)c2cc(Br)ccc2NC(=O)N1c1ccc(Cl)cc1 (centres undefined)	-14	-4	1.1	-4	2	0.5	3	-10	0.97
COC(=O)[C@H](CC(C)C)NC(=O)N1CCC(C)CC1	5	-5	0.95	2	0	1.5	4	5	0.96
O=C(COC(=O)c1ncc(Cl)c(Cl)c1Cl)NC(=O)c1ccccc1	-1	-2	1	6	-1	0.8	-1	-2	1
O=C(Nc1cccnc1Cl)c1ccc(S(=O)(=O)N2CCCCCC2)cc1	-5	8	1.1	2	-1	-1.0	13	-4	0.87
COc1cccc(C2(O)C(=O)Nc3ccccc32)c1 (centres undefined)	-8	10	1.1	0	-4	0.3	-13	1	1.1
COc1ccc(NC(=O)CN2C(=O)NC3(CCCC3)C2=O)cc1OC	-2	-10	1	1	0	-0.2	-1	-7	1
CC(C)c1c(C(=O)N/N=C/c2ccncc2)nnn1-c1nonc1N	-2	1	1	0	-4	1.7	-3	-6	1
NC(=O)c1ccc(=O)n(Cc2ccc(Cl)cc2Cl)c1	6	-4	0.94	-5	-4	0.8	3	-7	0.97
Cc1ccc(NC(=O)c2cc(NC(=O)c3ccco3)ccc2N2CCOCC2)cc1Cl	13	17	0.87	-3	-2	1.6	0	-3	1
O=C1CCC([N+](=O)[O-])C(c2ccccc2C(F)(F)F)N1 (centres undefined)	2	-5	0.98	-5	-3	1.1	4	-8	0.96
O=C(OCCOc1ccccc1F)c1cccc(S(=O)(=O)N2CCOCC2)c1	10	-3	0.91	-4	2	-0.6	6	-6	0.94
O=C(Nc1nc(-c2cccc(Br)c2)cs1)Oc1ccccc1	14	15	0.86	-5	0	0.3	0	-9	0.99
